# GLP1R inv ag: qHTS of GLP-1 Receptor Inverse Agonists (Inhibition Mode). Glucagon-like peptide 1 receptor (Homo sapiens), P43220. HEK293 GLP-1R CRE-luciferase, luminescence, 24 h; GLP-1R form is constitutively active. Potency, µM (series often up to 38.3 µM), without a hit: at the highest dose activity change, negative = inhibition, usual class: inhibitors. 1.6% of 410,000 active. AID 624417, 2012; note: potency is the fitted concentration of half-maximal effect; % is set by controls: 0 for no effect and ±100 for the full control effect; nearly all actives have a fitted effect of over 55% in size
# Target sequence (P43220 whole entry, looked up): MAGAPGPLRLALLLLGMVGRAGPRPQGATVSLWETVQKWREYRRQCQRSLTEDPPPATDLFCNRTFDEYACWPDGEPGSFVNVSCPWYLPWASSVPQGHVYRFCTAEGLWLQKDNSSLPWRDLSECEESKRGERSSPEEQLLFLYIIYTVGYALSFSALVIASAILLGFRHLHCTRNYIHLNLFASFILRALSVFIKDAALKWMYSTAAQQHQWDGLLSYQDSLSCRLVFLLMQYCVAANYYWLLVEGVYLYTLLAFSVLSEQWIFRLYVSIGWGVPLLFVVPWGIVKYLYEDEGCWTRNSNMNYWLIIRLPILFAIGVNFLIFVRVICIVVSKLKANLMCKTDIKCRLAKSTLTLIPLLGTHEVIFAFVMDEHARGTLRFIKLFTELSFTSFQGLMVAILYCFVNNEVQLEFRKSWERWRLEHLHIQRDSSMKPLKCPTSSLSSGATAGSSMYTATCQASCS
#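 HEK293 cells stably co-expressing constitutively active GLP-1R and a cAMP-responsive luciferase reporter were seeded in DMEM with 10% Nu serum, given compounds after 12 h, and incubated 24 h at 37 deg C. Luminescence was then read.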
# WRN inhibitor: qHTS for Inhibitors of WRN Helicase; Bifunctional 3'-5' exonuclease/ATP-dependent helicase WRN (Homo sapiens), Q14191; WRN helicase unwinding, fluorescent forked duplex, kinetic; Potency, µM (highest dose often 114 µM), inactives show top-dose activity change, negative = inhibition, usual class: inhibitors; 0.46% of 360,000 active; AID 651768, 2012; note: potency is the fitted concentration of half-maximal effect; % is set by controls: 0 for no effect and ±100 for the full control effect; nearly all actives have a fitted effect of over 55% in size
#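 Kinetic red-fluorescence monitoring (525/598 nm) tracks WRN helicase activity after 100 nM fluorophore-quencher forked duplex and 2 mM ATP are added to 20 nM enzyme pretreated 15 min at room temperature with compound.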
# PLK1 PBD inh: qHTS for Inhibitors of PLK1-PDB (polo-like kinase 1 - polo-box domain): Primary Screen; Serine/threonine-protein kinase PLK1 (Homo sapiens), P53350; Plk1 PBD binding of FITC phosphopeptide, fluorescence polarization; Potency, µM, inactives show max response, negative = inhibition, most hits filed as inhibitors; 2.8% of 360,000 active; note: potency is the fitted concentration of half-maximal effect; series mostly up to about 57 µM; % is set by controls: 0 for no effect and ±100 for the full control effect; nearly all actives have a fitted effect of over 65% in size
# GLP1R ag: qHTS of GLP-1 Receptor Agonists; Glucagon-like peptide 1 receptor (Homo sapiens), P43220; HEK293 GLP-1R CRE-luciferase, luminescence, 4-6 h; cells express a hypersensitive GLP-1R form; Potency, µM (top dose mostly 45.6 µM), inactives show at the highest dose activation, usual class: activators; 0.007% of 380,000 active; AID 624172, 2012; note: potency is the fitted concentration of half-maximal effect; % of control where 0% means no effect
# DRD3 antagonist: qHTS of D3 Dopamine Receptor Antagonist: qHTS; D3R cells, DiscoveRx beta-arrestin luminescence, antagonist mode; hits give low values; max response, negative = inhibition, %; 2.5% of 360,000 active; AID 652054, 2013; in the data active = max response below about -50%; inconclusive = no clear call, values can overlap the other calls; note: % is set by controls: 0 for no effect and ±100 for the full control effect; mostly tested at two doses, the higher about 12 µM
#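 Cells expressing the human receptor were seeded at 1500 cells/well, incubated overnight at 37 degrees C in 5% CO2, then exposed to library compounds with dopamine controls for 90 minutes at 37 degrees C before luminescent detection.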
# DRD3 agonist: qHTS of D3 Dopamine Receptor Agonist: qHTS; D(3) dopamine receptor (Homo sapiens), P35462; D3R DiscoveRx beta-arrestin cells, luminescence, 90 min; max activation, %; 0.58% of 410,000 active; AID 652048, 2013; in the data active = max activation above about 30%; note: 0% is about no effect; mostly tested at two doses, the higher about 12 µM
#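 Agonist mode: compounds and dopamine controls were applied to plated cells for 90 min at 37 degrees C after an overnight attachment at 1500 cells/well. Luminescent read-out followed 30 - 60 minutes at room temperature with DiscoveRx detection reagent.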
# IL-2 act: qHTS of IL-2 Activators | IL-2 activation reporter assay, cell-based qHTS; stimulated with anti-CD3/CD4/CD28 beads; in transgenic mouse T cells | activation, % (series mostly up to about 46 µM) | 0.065% of 360,000 active | AID 652025, 2013; in the data active = activation above about 50%; inconclusive = mostly about 30% to 49%; note: 0% is about no effect
#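 Readout: EGFP and DsRed signals by fluorescent plate cytometry. Unstimulated transgenic mouse T cells received compound 60 min before antibody-bead stimulation, then incubated 18 h at 37 degrees C.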
# HEK293 tox: qHTS of GLP-1 Receptor Inverse Agonists: Cytotox Screen; 0.13% of 410,000 active; Potency, µM (series often up to 38.3 µM), for inactives: top-dose activity change, negative = inhibition, actives largely listed as inhibitors; AID 624418, 2012; HEK293 cAMP-luciferase reporter cells, luminescence, 24 h;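 note: loss of luciferase light is scored as toxicity; potency is the fitted concentration of half-maximal effect; % is set by controls: 0 for no effect and ±100 for the full control effect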
#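 Step one: seed cells (200 cells/uL, DMEM with 10% Nu serum, 1% pen-strep). Step two: 12-hour incubation at 37 deg C. Step three: pin 23 nL compound, incubate 24 hr. Step four: add luciferase reagent, read luminescence 12 min later.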
# PI5P4Ka inh: qHTS for Inhibitors of phosphatidylinositol 5-phosphate 4-kinase (PI5P4K); Phosphatidylinositol 5-phosphate 4-kinase type-2 alpha (Homo sapiens), P48426; PI5P4Kalpha enzyme, ADP-Glo luminescence, 60 min; hits give low values; max response, %; 1.2% of 330,000 active; AID 652105, 2013; active = max response of -50% or lower; inconclusive = between -30% and -50%; inactive = -30% or higher; note: value at the top dose of about 77 µM; % is set by controls: 0 for no effect and ±100 for the full control effect
# Target sequence (P48426 whole entry, looked up): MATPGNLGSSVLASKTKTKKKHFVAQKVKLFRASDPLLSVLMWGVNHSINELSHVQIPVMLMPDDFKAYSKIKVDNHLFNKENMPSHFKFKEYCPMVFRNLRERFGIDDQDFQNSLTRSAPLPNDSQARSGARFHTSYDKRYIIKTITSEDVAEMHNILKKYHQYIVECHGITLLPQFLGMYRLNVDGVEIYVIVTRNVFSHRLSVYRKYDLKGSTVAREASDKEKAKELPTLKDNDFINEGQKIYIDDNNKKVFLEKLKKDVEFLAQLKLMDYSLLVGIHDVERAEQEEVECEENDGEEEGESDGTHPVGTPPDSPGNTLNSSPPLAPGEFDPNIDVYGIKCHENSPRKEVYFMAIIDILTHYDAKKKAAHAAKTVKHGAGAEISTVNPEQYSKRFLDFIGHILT
#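 Controls without substrate or without enzyme flank wells where PI5P4Kalpha converts substrate using 5 microM ATP (final). Incubation lasts 60 minutes at room temperature; ADP formed is read by ADP-Glo luminescence.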
# * hit, by the source's call; ? = inconclusive; . = not tested or not shown; & = joins results of further samples; [ ] = remark or other dose. Unless noted, calls come from the whole dose curve; as a rule, active = well fitted curve in the direction sought with a large enough effect; inconclusive = small, poorly fitted or top-dose-only effect, or another doubt; inactive = no such curve, though single readings can be large; an effect the other way counts as inactive or inconclusive. This is a subset (hit frequency here may not be typical).
SMILES,GLP1R inv ag,WRN inhibitor,PLK1 PBD inh,GLP1R ag,DRD3 antagonist,DRD3 agonist,IL-2 act,HEK293 tox,PI5P4Ka inh
COc1cc(NC(=O)CSc2ccc(-c3ccccn3)nn2)cc(OC)c1,?,-20%,-2%,-4%,18,3&5,-4.2,?,20
C#CCOc1ccc2c(c1)c(C(C)=O)c(C)n2Cc1ccccc1,?,-16%,-1%,9%,19,9,-0.7,-17%,5
O=C(NCCN1CCC2(CC1)C(=O)NCN2c1cccc(F)c1)c1ccc2ccccc2c1,7.9µM*,14%,4%,-5%,-89*,-11,-0.6,5%,1
Clc1cccc(N2Cc3cc(N4CCOCC4)ccc3-n3nncc3C2)c1,33%[activator],-1%,-7%,23%,7,2,-0.2,-4%,-22
O=C(COc1ccccc1F)N1CCN(CCN2C(=O)c3cccc4cccc(c34)C2=O)CC1,-8%[7.66 µM],0%,1%,2%,16,5,-0.3,0%[7.66 µM],5
NCC(CC(=O)O)C1CCCCC1 (centres undefined),10%,-3%[57.1 µM],-8%,0%,-9,-4,-3.3,1%,.
O=C(O)CNC1c2ccccc2CSc2ccccc21 (centres undefined),0%,-7%,?,2%,3,-2,0.5,0%,2
O=C1CN=C(c2ccccc2)c2cc([N+](=O)[O-])ccc2N1,-3%,8%,-4%,6%&13%,-21,-9&4,0.2,1%,-1
COc1ccc(OCC#CCN2CCNCC2)cc1,-14%,-4%,-10%,-6%,-1,0,-0.2,7%,8
CN(C)C(=O)OCc1n(C)cc[n+]1C,2%,9%,-11%,-1%,0,6,-0.7,-32%,-4
CC(=O)N1N=C2C3CCN(CC3)C2C1c1ccccc1 (centres undefined),-8%,-9%,0%,-5%,-2,0,-0.8,5%,.
C[C@]12CC[C@H]3[C@@H](CCC4=CC(=O)CC[C@@H]43)[C@@H]1CC[C@@H]2O,-4%,8%,-15%,15%&13%,4,12&11&-6,-0.3,-3%,-5
CC1CCC(C(C)C)C(OCC(O)CN2CCCC(C)C2)C1 (centres undefined),8.9µM*,-7%,-22%,-2%,?,-18,-0.8,?,4
CC(C)NC(C)Cc1ccc(I)cc1 (centres undefined),21%,9%,0%,-6%&9%,-89*,-21&-23,0.0,-11%,6
CC(C)(C)c1ccc(C(=O)NC(=S)Nn2cnnc2)cc1,11%,-4%,?,-12%,20,7,1.6,-1%,3
O=C1NCN(c2ccccc2)C12CCN(C(c1cccc3ccccc13)c1nnnn1C1CCCCC1)CC2 (centres undefined),24%,8%,-3%,-11%,-70*,-12,-0.3,0%,4
Cc1cc(Cl)nc(N)n1,12%,-12%[57.1 µM],0%,-7%,9,2,0.6,7%[1.53 µM],4
CCC1C2Cn3c(nc4ccccc43)C1N(C)O2 (centres undefined),2%,2%,7%,-1%,4,7,0.1,-10%,1
NP(=O)(Oc1ccc(Cl)cc1)Oc1ccc(Cl)cc1,-3%,0%,?,0%,5,6,-3.1,9%,2
Cc1ccc(C2=NCC(=O)N(CC(=O)N3CCCCC3)c3sc(C)c(C)c32)cc1,-10%,-1%,0%,0%,-9,-1,0.3,-13%,0
CC(C)NC(=O)Cn1cc(C(=O)c2ccccc2F)c2ccccc21,3%,-16%,-9%,9%,4,2,0.6,18%,1
CCc1cc(C(=O)N2CCN(c3ccccc3OC)CC2)sc1C,?,-14%,-3%,13%,-8,1,-2.3,?,0
Fc1ccc2c(c1)nnn2C1CCN(Cc2ccccc2)CC1,-21%,1%,-6%,-6%,-78*,-9,-1.8,-21%,-4
CN1CCN(c2ccc(N)cc2)CC1,6%,-20%,-1%,4%,-25,1,-3.8,-22%,-2
CCN(CC)c1ccc(N=Cc2c(O)[nH]c(=O)[nH]c2=O)cc1,14%,-7%,-9%,11%,-3,1,-0.4,-4%,?
CC1=CC2=NC(=O)/C(=C\c3cccn3CCOc3cc(C)ccc3C)C(=N)N2O1,?,-10%,-10%,12%,0,1,-5.1,?,2
Cc1ccc(OCCn2cccc2/C=C2/C(=O)NC(=O)N(Cc3ccco3)C2=O)cc1,-25%,?,2.7µM*,12%,2,-9,-0.7,-4%,?
COc1ccc(NC(=O)N2CCC3(CC2)OCCO3)c(OC)c1,21%,0%,-7%,3%,4,-5,1.3,-12%,2
COC(=O)C1=C(c2ccc(OCc3ccccc3)cc2)C[C@@H]2CC[C@H]1N2C(=O)NCc1ccc(C(C)(C)C)cc1,4.5µM*,-2%,-5%,-1%,0,5,-3.7,-3%,2
CSc1ccc(C(=O)C2CCCN(C)C2)cc1 (centres undefined),?,-2%,1%,0%,3,-19,-2.5,0%,0
Cc1cc(C=C2C(=O)N(C)C(=S)N(C)C2=O)c(C)n1C1CCCC1,1%,-24%,?,0%,8,3,-1.0,49%[activator],-14
CNc1cc(N2CCN(C)CC2)ccc1[N+](=O)[O-],17%,-5%,-4%,-7%,-2,-1,-1.5,-9%,1
Cc1ccc(N2C(=O)NC(=O)C3(Cc4ccccc4N4CCN(c5ccccc5)CC43)C2=O)cc1 (centres undefined),0%,-19%,-15%,6%,13,-10,3.9,4%,.
Cc1nc2ccccc2n1C1CCN(Cc2nnnn2CCc2ccccc2)CC1,132%[activator],-3%,-2%,13%,-1,1,0.9,4%,-3
C#CCN(C[C@@H]1[C@@H](OC(=O)Nc2c(C)noc2C)[C@@H](OC(=O)Nc2c(C)noc2C)Cn2c(=O)n(CCCCCC)c(=O)n21)S(=O)(=O)c1ccc(C)cc1,?,-3%,?,-1%,-4,4,-2.7,-31%,4
Clc1cccc(NC2=NCCS2)c1,-2%,6%,-18%,13%,-1,-6,-0.5,5%,-1
CNCCc1ccc(O)c(O)c1,23%,10%,-2%,23%,15,116*,0.5,?,3
Cc1nonc1-c1nc(-c2nonc2N)n[nH]1,2%,-5%,-5%,-4%,-13,-2,-0.2,-1%,-9
OC(CN1CC=C(c2ccccc2)CC1)c1ccccc1 (centres undefined),0%,-30%,-7%,14%,-21,21,-0.2,0%,1
C[C@@H]1CN([C@H](C)CO)C(=O)c2c(c3ccccc3n2C)-c2ccccc2CO[C@H]1CN(C)Cc1ccc(C(F)(F)F)cc1,5µM*,-10%,-3%,-3%,-13,3,-3.8,?,-1
CCN(CC)CCN=Cc1c(O)n(CCC2=CCCCC2)c(=O)[nH]c1=O,-11%,0%,-9%,-8%,0,13,0.0,9%,2
CC(N)Cc1c[nH]c2ccc(OCc3cccs3)cc12 (centres undefined),?,-1%,1%,-2%,14,3,-0.4,-18%,26
COc1ccc(CNCCc2ccc(Cl)cc2Cl)cc1,-1%,-28%,-6%,0%,0,-9,1.1,3%,-10
CN(C)C(=O)Oc1ccc([N+](=O)[O-])cc1,2%,-3%[57.1 µM],0%,?,15,0,-0.6,4%,1
CN1C(=O)C(C2c3ccccc3C(=O)N2Cc2ccccc2)C(=O)N(C)C1=O (centres undefined),6%,-1%,-7%,14%,6,3,4.1,-1%,4
CCOC(=O)C1CCN(C(C)C(=O)c2c[nH]c3ccccc23)CC1 (centres undefined),-5%,-1%[57.1 µM],-8%,4%,-5,-3,-1.3,-7%,16
CCOC(=O)C1=C(c2ccccc2)OC(N)=C(C#N)C1C(C)C (centres undefined),?,-4%,-2%,7%,0,3,-0.7,-15%,7
COc1ccc(CC(=O)C2C(=O)N(C)c3ccccc32)cc1OC (centres undefined),-22%,-20%,-13%,-1%,?,0,-0.3,54%[activator],5
O=C(NN=Cc1ccc(N(CCCl)CCCl)cc1)c1cc(=O)[nH]c(=O)[nH]1,?,-3%,-1%,4%,3,-4,-0.2,-3%,-2
COc1ccc(OC(=O)N(C)C[C@@H]2OCc3cnnn3CCCC(=O)N([C@H](C)CO)C[C@@H]2C)cc1,13%,-1%,-5%,4%,12,5,-1.5,2%,9
CCN1CCN(Cc2cc(Br)ccc2O)CC1,0%,-4%,-2%,-10%,-73*,-5,-1.5,-6%,-3
CCOP(=O)(/C(C#N)=C(\C)O)c1ccccc1 (centres undefined),14%,8%,21µM*,0%,2,-5,-0.2,?,-9
NC(=O)Cn1cc(C(=O)c2ccccc2)c2ccccc21,4%,5%,-2%,11%,19,3,-2.4,-5%,1
C=CCN1CC[C@@]2(C)c3cc(O)ccc3CC1[C@@H]2C,?,7%,-23%,-3%,0,-21,0.6,2%,-6
COc1ccccc1CN1CCCC(C(=O)c2ccccc2OC)C1 (centres undefined),?,7%,-3%,-1%,-59*,-24,-2.8,?,3
COc1ccc(NC(=O)CN2C3CCC2CC(O)(c2cccnc2)C3)cc1OC (centres undefined),24%,7%,-4%,8%,-30,1,-0.2,-5%,0
Cc1ccc(-c2cc(C(F)F)n3ncc(C(=O)N4CCC5(CC4)OCCO5)c3n2)cc1,0%,3%,-3%,-6%,21,-1,1.8,3%,.
CSc1ncc(/C=C2/C(=O)NC(=O)N(C)C2=O)cn1,-11%,?,11µM*,-11%,?,7,0.4,-13%,?
Cc1ccc(C(=O)N/C(=C\Cl)P(=O)(c2ccccc2)c2ccccc2)cc1,9%,-11%,0%,8%,4,1,-0.9,13%,0

# Screening results as filed in PubChem BioAssay.
